CAL PDZ FP-1: untagged CAL PDZ binding inhibitors, primary screen, biochemical, fluorescence polarization, HTS. Golgi-associated PDZ and coiled-coil motif-containing protein (Homo sapiens), Q9HD26. purified CAL PDZ, TMR-peptide fluorescence polarization, 1 h. inhibition, % at 24.9 µM. 300,000 compounds, 0.92% hits. AID 602252, 2012;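 active = mean inhibition of at least 30% with at least half of replicates also reaching 30%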;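 note: 0% = DMSO neutral control and 100% = excess unlabeled competitor peptide PRC23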
V-ATPase pH: regulators of yeast V-ATPase proton pumping, primary screen, pHLuorin cytosolic pH fluorescence. S. cerevisiae. response, % at 10 µM. 350,000 compounds, 0.37% hits. AID 504577, 2011; in the data active = response mostly above about 7.3%, no sharp cut-off; inactive = mostly below about 5.4%; note: actives read high; inactives centre near 0; some compounds called inactive have numbers as strong as hits
CAL PDZ FP-2: CAL PDZ peptide-binding inhibitors, primary screen, biochemical, fluorescence polarization, Cer-tagged CAL PDZ, HTS. Golgi-associated PDZ and coiled-coil motif-containing protein (Homo sapiens), Q9HD26. purified CAL PDZ, TMR-peptide fluorescence polarization, 1 h. inhibition, % at 20 µM. 330,000 compounds, 0.02% hits. AID 504414, 2011;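 active = highest replicate inhibition of at least 40%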;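 note: plate controls were DMSO neutral control wells for no effect and unlabeled competitor peptide control wells for full effect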
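Test system: purified CerCALP PDZ construct; Compound dosing: one concentration, 20 µM compound; Also added: TMR-labelled reporter peptide T*-PRC34 bound in PDZ groove; Read-out: inhibition from polarization loss; Controls: unlabelled peptide and DMSO controls; Signal: FP readout, S and P plane fluorescence; Incubation: 1 h at RT.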
Keap1 Nrf2 FP: Keap1-Nrf2 protein-protein interaction inhibitors, primary screen, biochemical, fluorescence polarization, single point | Kelch-like ECH-associated protein 1 (Homo sapiens), Q14145 | inhibition, % at 9.4 µM | 340,000 compounds, 0.15% hits | AID 504523, 2011 | Keap1 Kelch-Nrf2 peptide fluorescence polarization, 1536-well; in the data active = inhibition above about 12%;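 note: human Keap1 Kelch domain with fluorescein labeled Nrf2 9mer peptide probe; 0% = neutral control wells and 100% = peptide positive control; higher means more block of Keap1 binding to Nrf2 peptide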
NSD2 HMT inh: NSD2 histone methyltransferase inhibitors, primary screen, biochemical, AlphaScreen, single concentration, set 2 | NSD2 peptide methylation, 120 min | inhibition, % at 12.5 µM | 310,000 compounds, 0.54% hits; in the data active = inhibition above about 50%
DSG3 Ab inh: inhibitors of pemphigus antibody binding to DSG3, primary screen, biochemical, bead-based, flow cytometry, scFv-GFP; Desmoglein-3 (Homo sapiens), P32926; DSG3-coupled beads, scFv-anti-DSG3-GFP binding; active compounds read low; binding (percent of control), % at 10 µM; 310,000 compounds, 0.48% hits; AID 588358, 2011;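 active = binding more than 3 SD below its plate's average and above zero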;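 note: hits lower antibody fragment binding to DSG3; some compounds called inactive have numbers as strong as hits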
LANA DNA inh: inhibitors of KSHV C-LANA binding to DNA, primary screen, biochemical, fluorescence polarization, FAM-LBS DNA, MBP-C-LANA, single point | inhibition, % at 9 µM | Kaposi's sarcoma herpesvirus LANA C-terminal domain (residues 932-1162) DNA binding | 340,000 compounds, 0.078% hits;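 active = highest replicate inhibition at or above 60% at 9 µM, even if other replicates fall short; inactive = all replicates below 60% inhibition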;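 note: 0% = neutral control wells and 100% = 4 µM acridine orange control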
DAGLB inhibitor: DAGLB lipase inhibitors, primary screen, biochemical, fluorescence, HTS | Diacylglycerol lipase-beta (Homo sapiens), Q8NCG7 | HEK293T DAGLB membrane lysate, EnzChek fluorogenic substrate | inhibition, % at 5.17 µM | 340,000 compounds, 0.059% hits | AID 504411, 2011; in the data active = inhibition above about 34%;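 note: 0% = enzyme with vehicle and 100% = wells lacking enzyme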
Target sequence (Q8NCG7 whole entry, looked up): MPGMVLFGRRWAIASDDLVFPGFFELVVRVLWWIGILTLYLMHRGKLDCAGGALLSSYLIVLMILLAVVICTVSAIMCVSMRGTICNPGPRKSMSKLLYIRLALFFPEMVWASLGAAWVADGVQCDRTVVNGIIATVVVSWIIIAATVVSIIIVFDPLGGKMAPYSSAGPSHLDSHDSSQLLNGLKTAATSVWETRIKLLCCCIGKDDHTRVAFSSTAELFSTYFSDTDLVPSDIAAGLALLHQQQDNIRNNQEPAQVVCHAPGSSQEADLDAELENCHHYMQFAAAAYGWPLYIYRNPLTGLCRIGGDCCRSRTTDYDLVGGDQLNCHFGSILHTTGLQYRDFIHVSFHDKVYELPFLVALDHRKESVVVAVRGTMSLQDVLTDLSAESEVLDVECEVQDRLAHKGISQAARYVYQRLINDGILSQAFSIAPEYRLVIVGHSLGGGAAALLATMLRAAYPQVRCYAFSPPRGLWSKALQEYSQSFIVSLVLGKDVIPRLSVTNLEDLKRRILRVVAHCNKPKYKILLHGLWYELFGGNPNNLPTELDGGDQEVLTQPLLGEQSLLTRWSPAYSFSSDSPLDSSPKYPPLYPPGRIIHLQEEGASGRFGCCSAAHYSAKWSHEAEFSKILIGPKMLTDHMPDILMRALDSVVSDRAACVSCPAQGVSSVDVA
Cardiac RTF inh: cardiac RTF calcium sensitivity inhibitors, primary screen, biochemical, IANBD-TnC fluorescence, EC70 calcium; inhibition, % at 7.15 µM; IANBD-labeled cardiac RTF, Ca2+ fluorescence; Troponin I, cardiac muscle (Homo sapiens) + Troponin T, cardiac muscle (Homo sapiens) + …; 340,000 compounds, 0.12% hits;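 active = inhibition above the mean inhibition of all tested compounds plus 3 SD, cut at about 17% in these data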;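 note: assay run at fixed EC70 calcium of 1.6 mM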
Arrestin-AP2 inh: inhibitors of beta-arrestin/AP2 binding, primary screen, biochemical, GPCR trafficking, flow cytometry | 340,000 compounds, 0.31% hits | inhibition, % at 10 µM | FITC-arrestin peptide / GST-AP2 beads; AP2 beta2 appendage carries R879A mutation;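 active = inhibition above a set limit, near 3 SD of compounds lacking own fluorescence, cut at about 54% in these data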;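 note: plate controls were DMSO wells for no effect and 5 µM unlabelled arrestin peptide for full effect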
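System: GST-AP2 R879A bound to glutathione beads, E. coli-expressed. Also added: 50 nM FITC-arrestin peptide. Schedule: compound with beads 12 min RT, then probe 1 h RT. Signal: bead flow cytometry, FITC channel. Read-out basis: percent response.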
An asterisk follows results filed as active; nt = not tested or not shown. A portion of the library; rates above refer to the full screens.

Each structure is followed by: CAL PDZ FP-1	V-ATPase pH	CAL PDZ FP-2	Keap1 Nrf2 FP	NSD2 HMT inh	DSG3 Ab inh	LANA DNA inh	DAGLB inhibitor	Cardiac RTF inh	Arrestin-AP2 inh
> CCOC(=O)C1CCN(C(=O)c2ccc(Cl)c(S(=O)(=O)N3CCOCC3)c2)CC1
 : 5	-6	-1.5	0	-1	101	-1.5	1	0	-3
> CC(CCc1ccccc1)NC(=O)[C@@H]1Cc2ccccc2CN1 (stereo not given in full)
 : -2	-2	-0.6	3	-1	100	-1.7	-1	1	-1
> O=C(OCCN=C1NS(=O)(=O)c2ccccc21)c1ccccc1F
 : -5	6	-2.3	-1	-2	nt	-0.5	-2	-6	25
> CCN(CC)c1nc2ccccc2nc1C(C#N)C(=O)NCCCOC (stereo not given)
 : nt	3	-0.6	3	0	95	-0.4	-4	-2	19
> Cc1cccc(NC(=O)CSc2nnc3ccc(-c4cccnc4)nn23)c1
 : nt	2	nt	nt	2	96	nt	0	nt	nt
> O=C(CN1CC(=O)Nc2ccccc21)Nc1ccc(F)c(F)c1
 : -1	0	-0.9	-7	7	104	-0.2	0	-1	9
> Cc1cccc(C)c1NC(=O)CNC(=O)c1ccc(NS(=O)(=O)c2ccc3[nH]c(=O)[nH]c3c2)cc1
 : 2	-5	-0.9	-2	0	98	-0.4	-1	-4	0
> CCOc1ccc(NC(=O)c2ccc3nccnc3c2)cc1
 : 1	0	-1.3	-2	-1	103	1.3	1	-7	10
> Cc1cccc(-n2ccc(=O)c(C(=O)Nc3ccc(S(=O)(=O)N4CCOCC4)cc3)n2)c1
 : -4	0	-3.0	-2	4	122	-1.0	-1	-4	-3
> Cc1ccc(OCC2Cn3c(nc4c3c(=O)[nH]c(=O)n4C)O2)cc1C (stereo not given)
 : 4	1	-2.3	-2	0	95	2.8	-1	5	37

Following part
Each structure is followed by: CAL PDZ FP-1	V-ATPase pH	CAL PDZ FP-2	Keap1 Nrf2 FP	NSD2 HMT inh	DSG3 Ab inh	LANA DNA inh	DAGLB inhibitor	Cardiac RTF inh	Arrestin-AP2 inh
> COc1cccc(/C=N/n2c(-c3cc(C)[nH]n3)n[nH]c2=S)c1OC
 : -1	1	0.7	0	-4	nt	-1.0	3	0	9
> COc1ccc(CCNC(=O)Cn2nnc(-c3ccccc3F)n2)cc1OC
 : 5	-1	-0.4	0	3	100	2.0	0	6	-7
> CN1c2ccccc2C(C)(C)C12C=Cc1cc(O)ccc1O2 (stereo not given)
 : -2	-2	-0.9	-4	4	102	0.7	5	0	35
> CCC[C@@H](O)c1cc2cc(OC)c(OC)cc2c(=O)o1
 : -4	-3	0.5	-1	nt	98	0.8	2	8	5
> CCOC(=O)C1=C(COC(=O)/C=C/c2ccc(C)o2)NC(=O)NC1C (stereo not given)
 : 2	-2	-3.1	-16	4	89	-1.2	-2	-22	11
> Cc1cccc(C)c1NC(=O)CN(C)C(=O)c1ccc2nc[nH]c2c1
 : -6	-2	0.3	4	-1	102	1.4	2	1	9
> O=[N+]([O-])C1C(c2ccccc2)=NOC1c1ccccc1O (stereo not given)
 : -8	-4	0.2	1	3	102	-1.4	-3	-4	-1
> N#CCCn1nc(-c2ccc(Cl)cc2)cc1Nc1ccccc1NC(=O)C(F)(F)F
 : -5	1	-0.4	-5	-2	95	0.7	-6	-4	5
> COC(=O)CSc1nnc(COc2ccc([N+](=O)[O-])cc2)n1C
 : -5	-1	-0.7	2	-1	104	-1.3	-2	-7	-13
> CC(C)c1c(C(=O)N/N=C/C=C/c2ccccc2)nnn1-c1nonc1N
 : -3	-1	-3.2	-4	-3	108	0.8	-2	3	7

Remaining list, next part:
Each structure is followed by: CAL PDZ FP-1	V-ATPase pH	CAL PDZ FP-2	Keap1 Nrf2 FP	NSD2 HMT inh	DSG3 Ab inh	LANA DNA inh	DAGLB inhibitor	Cardiac RTF inh	Arrestin-AP2 inh
> Cc1ccc(N2CC(C(=O)OCc3nnc(-c4ccccc4)o3)CC2=O)cc1 (stereo not given)
 : 1	2	-1.9	2	1	98	-1.0	-1	-1	-13
> CCOc1ccc(NC(=O)c2ccc(CSc3nnc(C)s3)cc2)cc1
 : -4	-1	-2.9	-3	-3	88	0.2	1	1	1
> Cn1cnnc1SCC(=O)NNC(=O)c1ccc(Cl)cc1
 : -3	-4	-1.7	-1	nt	97	-2.6	2	8	18
> Cc1cccc(Nc2nc(N)nc(N)c2N=O)c1
 : 71*	2	19	0	0	91	6.2	4	-1	3
> C=CCn1c(O)c(N=NC(=S)Nc2cccc(OC)c2)c2ccccc21
 : nt	0	0.8	-5	-3	112	-2.8	9	2	12
> CC(=O)c1ccc(NC(=O)NNS(=O)(=O)c2ccc(F)cc2)cc1
 : -1	-4	-1.7	5	22	99	0.2	0	-2	52
> O=C(CSc1n[nH]c(-c2ccncc2)n1)Nc1ccc(Cl)cc1
 : nt	-2	1.1	-3	-2	nt	0.5	-1	2	3
> O=C(Nc1ccc(Nc2ccncc2)cc1)c1ccc(Nc2ccnc3ccc([N+](=O)[O-])cc23)cc1[N+](=O)[O-]
 : 2	0	-5.1	-3	nt	83	-3.0	0	-3	7
> Cn1cccc1C(=O)N1CCc2ccccc2C1
 : 91*	1	-0.2	-2	3	102	-0.1	-1	-14	2
> COc1cc(NS(=O)(=O)c2ccc(N=Cc3c(C)[nH]n(-c4ccccc4)c3=O)cc2)nc(OC)n1
 : -1	2	-2.1	0	2	102	-0.9	-2	-1	4

Following part.
Each structure is followed by: CAL PDZ FP-1	V-ATPase pH	CAL PDZ FP-2	Keap1 Nrf2 FP	NSD2 HMT inh	DSG3 Ab inh	LANA DNA inh	DAGLB inhibitor	Cardiac RTF inh	Arrestin-AP2 inh
> Cc1cc(N2CCc3ccccc32)n2ncnc2n1
 : -5	-1	-2.6	-5	-2	100	1.0	0	1	7
> c1ccc(-c2csc3nnc(SCc4ccc5c(c4)OCCO5)n23)cc1
 : nt	2	-1.7	2	-1	100	1.7	-2	-3	6
> O=C(NCc1ccccn1)C1CCN(Cc2cnn(-c3ccccc3)c2-n2cccc2)CC1
 : nt	1	0.1	4	1	105	0.3	0	-3	2
> CC(C)(C)c1ccc(C(CC(=O)O)NC(=O)Cc2ccccc2)cc1 (stereo not given)
 : 0	4	-0.5	-2	-4	96	0.6	-1	-5	11
> CC1CCN(C(=O)c2ccc(Br)c(S(=O)(=O)N3CCOCC3)c2)CC1
 : -1	0	-2.1	-1	-3	nt	-1.2	-2	-20	-2
> Nn1c(SCC(=O)NC(=O)NCc2ccco2)nnc1-c1ccc(OC(F)F)cc1
 : -3	-3	-0.9	1	0	105	-0.2	1	-1	-4
> COCCN(C(=O)Cn1c(C(F)(F)F)nc2ccccc21)c1c(N)n(Cc2ccccc2)c(=O)[nH]c1=O
 : -1	5	-2.3	-5	-1	99	-0.7	4	-8	-5
> CCN(CC)S(=O)(=O)c1ccc(OC)c(NS(=O)(=O)c2cccc(C(=O)O)c2)c1
 : nt	2	-0.1	2	-2	100	-2.5	-1	-3	-10
> O=C(COC(=O)C(Cc1ccccc1)NC(=O)c1cccs1)NCc1ccccc1 (stereo not given)
 : 0	3	-2.6	-6	0	nt	-1.4	0	2	0
> Cc1cc(C)n(CC(O)COc2ccc(Cl)cc2Cl)n1 (stereo not given)
 : -4	2	-0.6	-6	-6	118	-1.0	-6	-8	11

(more compounds)
Each structure is followed by: CAL PDZ FP-1	V-ATPase pH	CAL PDZ FP-2	Keap1 Nrf2 FP	NSD2 HMT inh	DSG3 Ab inh	LANA DNA inh	DAGLB inhibitor	Cardiac RTF inh	Arrestin-AP2 inh
> COCC1CCN(Cc2cn[nH]c2-c2cc3ccccc3o2)C1 (stereo not given)
 : 4	0	-0.3	-5	7	101	-1.5	-4	7	36
> Cc1cc(C)n(-c2nc3ccccc3nc2N2CCN(S(=O)(=O)c3cccc(C#N)c3)CC2)n1
 : -7	-4	-2.0	0	-18	93	-1.5	-5	9	38
> Cc1cc(C)n2cc(COc3ccc4ccccc4c3)nc2n1
 : -8	1	-3.1	-2	0	104	0.2	2	3	-9
> CCC(O)c1cc2c(cc1NC(=O)c1cccs1)OCCO2 (stereo not given)
 : 5	1	-1.3	3	1	100	0.1	-5	-3	9
> O=C1Nc2ccccc2C1=Nc1cccc([N+](=O)[O-])c1
 : 1	1	-1.1	-1	1	93	-0.7	3	2	13
> O=C1CNC(=O)/C1=C\N1CCN(C(c2ccccc2)c2ccccc2)CC1
 : -2	5	-1.1	-4	-2	110	0.7	1	-1	-5
> COc1ccc(Nc2nnc(SCC(=O)NC(=O)Nc3ccc4c(c3)OCCO4)s2)cc1
 : -1	-3	0.0	3	-3	103	0.2	15	9	35
> CC(=O)N1CCOCCOCCN(C(C)=O)CCOCCOCC1
 : -2	5	-2.8	0	1	86	-3.0	0	-11	24

In another format: results already given
mol	CAL PDZ FP-1	V-ATPase pH	CAL PDZ FP-2	Keap1 Nrf2 FP	NSD2 HMT inh	DSG3 Ab inh	LANA DNA inh	DAGLB inhibitor	Cardiac RTF inh	Arrestin-AP2 inh
Cc1cc(C)n(-c2nc3ccccc3nc2N2CCN(S(=O)(=O)c3cccc(C#N)c3)CC2)n1	-7	-4	-2.0	0	-18	93	-1.5	-5	9	38
Cc1cc(C)n2cc(COc3ccc4ccccc4c3)nc2n1	-8	1	-3.1	-2	0	104	0.2	2	3	-9
CCC(O)c1cc2c(cc1NC(=O)c1cccs1)OCCO2 (stereo not given)	5	1	-1.3	3	1	100	0.1	-5	-3	9
O=C1Nc2ccccc2C1=Nc1cccc([N+](=O)[O-])c1	1	1	-1.1	-1	1	93	-0.7	3	2	13
O=C1CNC(=O)/C1=C\N1CCN(C(c2ccccc2)c2ccccc2)CC1	-2	5	-1.1	-4	-2	110	0.7	1	-1	-5
COc1ccc(Nc2nnc(SCC(=O)NC(=O)Nc3ccc4c(c3)OCCO4)s2)cc1	-1	-3	0.0	3	-3	103	0.2	15	9	35
CC(=O)N1CCOCCOCCN(C(C)=O)CCOCCOCC1	-2	5	-2.8	0	1	86	-3.0	0	-11	24
